AMA1-RON2 inh – qHTS for Inhibitors of AMA1-RON; Towards Development of Antimalarial Drug Lead: Primary Screen; Potency, µM (highest dose often 58.2 µM), for the others: top-dose activity change, negative = inhibition, hits mostly inhibitors; AlphaScreen AMA1-biotinylated RON2 peptide binding; 0.2% of 360,000 active; Plasmodium falciparum AMA1 (3D7) - RON2 peptide interaction; AID 720542, 2013;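 also: potency is read from the fitted curve at half-maximal effect; 0% = vehicle wells and -100% = peptide control; nearly all actives have a fitted effect of over 45% in size; some results filed as inactive show a strong effect at the top dose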
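AMA1 (3D7) with his tag at 25 nM final met compounds first, then biotinylated RON2 peptide at 25 nM; detection used donor plus acceptor beads, 10 µg/mL apiece, read by AlphaScreen after 30 min at room temperature.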
HCMV antiviral – qHTS Assay for inhibitors of the human cytomegalovirus (HCMV); HFF cells, HCMV-luciferase reporter, 72 h; active compounds read low; activity change, negative = inhibition, % at 57.5 µM; 4.5% of 410,000 active; AID 1259415, 2018; in the data active = activity change below about -60%; inconclusive = no clear call, values can overlap the other calls; inactive = above about -39%
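Cell-based, HFFs, 1000 cells/well, 16 h 37C; cpds in DMSO + HCMV-luc, MOI 1 PFU/cell; 72 h 37C; OneGlo luminescence after 5 min RT; norm. to buffer vs Salinomycin 10uM.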
Sm TGR inh – qHTS Assay for the Inhibitors of Schistosoma Mansoni Peroxiredoxins. Schistosoma mansoni thioredoxin glutathione reductase (TGR), Q962Y6. purified TGR, DTNB reduction, TNB absorbance 405 nm. Potency, µM (highest dose often 114 µM), without a hit: at the highest dose activity change, negative = inhibition, most hits filed as inhibitors. 3% of 360,000 active. AID 485364, 2010; also: potency is read from the fitted curve at half-maximal effect; nearly all actives have a fitted effect of over 60% in size
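TGR 20 nM + NADPH 100 uM (dispensed conc.), cpd preinc 15 min RT; start with NADPH (500 uM addition) then DTNB (15 mM addition). Kinetic TNB absorbance, 405 nm filter. Four-parameter Hill fit across titration.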
AmpC no deterg – qHTS Inhibitors of AmpC Beta-Lactamase (assay without detergent) | P00811 | Potency, µM (series often up to 57.1 µM), inactives show at the top dose activity change, negative = inhibition, hits mostly inhibitors | AmpC nitrocefin hydrolysis, absorbance 480 nm, 0.0001% Triton | 0.52% of 330,000 active;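 also: potency is read from the fitted curve at half-maximal effect; plate controls were no compound for no effect and no enzyme for full effect; nearly all actives have a fitted effect of over 20% in size; some results filed as inactive show a strong effect at the top dose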
Target sequence (P00811 whole entry, looked up): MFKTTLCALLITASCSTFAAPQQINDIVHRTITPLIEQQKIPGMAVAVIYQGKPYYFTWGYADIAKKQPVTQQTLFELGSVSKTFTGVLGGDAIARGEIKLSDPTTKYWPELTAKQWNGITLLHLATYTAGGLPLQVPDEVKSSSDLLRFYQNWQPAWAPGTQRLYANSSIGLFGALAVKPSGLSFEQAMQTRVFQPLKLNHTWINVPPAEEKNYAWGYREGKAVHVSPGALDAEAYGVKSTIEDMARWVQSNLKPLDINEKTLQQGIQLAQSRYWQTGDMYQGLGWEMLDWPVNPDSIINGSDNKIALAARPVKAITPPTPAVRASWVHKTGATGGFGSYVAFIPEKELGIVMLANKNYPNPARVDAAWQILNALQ
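20 mM phosphate pH 7.0 + 0.01% (detergent screen) or 0.0001% Triton X-100; 5.3 nM AmpC reagent; cpd preinc 15 min RT; nitrocefin (800 uM stock) to start; A480 q20 s × 4 min; Activity was normalised to no-enzyme and no-compound control wells.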
AmpC inh detg – qHTS Inhibitors of AmpC Beta-Lactamase (assay with detergent). P00811. AmpC hydrolysis of nitrocefin, absorbance 480 nm, 0.01% Triton. Potency, µM (doses to about 114 µM), inactives show at the top dose activity change, negative = inhibition, hits mostly inhibitors. 0.041% of 370,000 active. AID 485294, 2010;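 also: potency is read from the fitted curve at half-maximal effect; 0% = no-compound wells and -100% = no-enzyme wells; nearly all actives have a fitted effect of over 25% in size; some results filed as inactive show a strong effect at the top dose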
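AmpC (5.3 nM in the dispensed reagent) in 20 mM phosphate pH 7.0 with 0.01% (detergent screen) or 0.0001% Triton X-100 was preincubated with compounds for 15 min at room temperature. Nitrocefin was then added from an 800 uM solution, and hydrolysis was followed at 480 nm.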
FBPA Giardia inh – qHTS Assay for Inhibitors of Fructose-1,6-bisphosphate Aldolase from Giardia Lamblia; AID 2451, 2010; Potency, µM (doses to about 59.6 µM), without a hit: top-dose activity, negative = inhibition, usual class: inhibitors; 0.71% of 290,000 active; A8B2U2; purified Giardia FBPA; also: potency is read from the fitted curve at half-maximal effect; nearly all actives have a fitted effect of over 55% in size
Target sequence (A8B2U2 whole entry, looked up): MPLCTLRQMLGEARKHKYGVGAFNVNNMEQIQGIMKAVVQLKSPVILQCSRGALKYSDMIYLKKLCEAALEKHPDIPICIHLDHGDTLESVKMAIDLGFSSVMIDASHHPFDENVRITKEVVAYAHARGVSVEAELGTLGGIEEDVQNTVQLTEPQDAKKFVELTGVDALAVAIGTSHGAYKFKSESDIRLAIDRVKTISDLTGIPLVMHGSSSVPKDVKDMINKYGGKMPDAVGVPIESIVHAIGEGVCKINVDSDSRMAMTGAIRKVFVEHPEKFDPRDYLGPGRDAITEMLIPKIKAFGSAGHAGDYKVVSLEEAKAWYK
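40 nM FBPA preincubated 10 min at RT with compound (up to 57.5 uM final), then substrate plus GAPDH/TPI/NAD/arsenate coupling and diaphorase/resazurin added. Fluorescence read after 20 min at RT, 525/598 nm.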
The depositor's hits bear a star; ? = inconclusive; nt = no result given; & = joins results of further samples; [ ] = another dose, or the depositor's remark. Unless noted, calls follow the shape of the dose curve; as a rule, active = well fitted curve in the direction sought with a large enough effect; inconclusive = small, poorly fitted or top-dose-only effect, or another doubt; inactive = no such curve, though single readings can be large; an effect the other way counts as inactive or inconclusive. Unless noted, % is scaled to controls: 0 for no effect and ±100 for the full control effect.

molecule	AMA1-RON2 inh	HCMV antiviral	Sm TGR inh	AmpC no deterg	AmpC inh detg	FBPA Giardia inh
Cc1cc(=O)oc2cc(NC(=O)C(CCCN=C(N)N)NC(=O)OCc3ccccc3)ccc12 (stereo unspecified)	-9.5%	13.7	-0.6%	22.8%	-3.3%	3.0%
N#Cc1ccc(NC(=O)c2cc(-c3cccc(Cl)c3)on2)cc1	nt	4.8	0.4%	nt	28.3%	nt
Cc1cc(O)ccc1NC(=O)c1ccccc1	-2.8%	-5.6	0.0%	-4.0%	-10.3%	-0.1%
O=C(NCc1ccccc1)C1CCCN(S(=O)(=O)c2cccnc2)C1 (stereo unspecified)	4.3%	3.7	-3.0%	-10.0%	1.5%	5.5%
Cc1noc(C)c1C(=O)N(CC(=O)Nc1ccccc1Br)Cc1ccco1	-2.0%	59.6	-21.1%	0.4%	4.0%	nt
COc1ccc(CN(CCO)CCO)cc1[N+](=O)[O-]	-7.3%	-12.1	2.1%	-1.2%	-7.6%	-2.2%
Cc1c(NC(=O)c2ccc(Br)o2)cccc1C(=O)O	10.6%	115.2	5.2%	-26.0%	0.0%	3.9%
O=C(NCc1ccccn1)C(=O)NN=C1CCCCCCCCCCC1	49.9%[activator]	?	nt	-11.6%	8.9%	2.3%
CCCc1nnc(SCC(=O)Nc2ccccc2F)o1	-1.3%	196.2	1.8%	-15.4%	1.1%	0.3%
CN1CCN(c2nc(-c3ccc(Br)cc3)nnc2-c2ccccc2)CC1	-10.1%	34.9	9.4%	193.5%[activator]	0.7%	-7.3%
COc1cc(NC(=O)c2cc(-c3ccc(C)cc3)on2)cc(OC)c1OC	10.2%	2.7	-0.1%	-23.5%	?	14.8%
Cc1cccc(C(=O)Nc2ccc(S(=O)(=O)N(Cc3ccccc3)c3ccccc3)cc2)c1	nt	-17.7	7.5%	nt	18.1%	nt
Cc1cc(Nc2cc(Cl)ccc2C)n2nc(Cc3ccccc3)nc2n1	nt	-14.9	1.1%	nt	17.9%	nt
COc1ccccc1N1CCN(C(=O)c2ccc(S(=O)(=O)N3CCCCCC3)cc2)CC1	-5.8%	-10.0	6.5%	158.6%[activator]	?	-2.8%
NNc1nc2sc3c(c2c(=O)[nH]1)CCc1ccccc1-3	55.3%[activator]	32.3	-18.5%	-29.0%	-3.0%	?
CC(C)OC(=O)C1C2C=CC3(CN(CC4CCCO4)C(=O)C13)O2 (stereo unspecified)	4.9%	-24.5	4.9%&-18.2%	4.9%&106.1%	?	1.2%&5.1%
COn1c(=O)c(-c2cccc(Br)c2)[n+]([O-])c2ccccc21	11.0%	93.9	1.6%	-1.6%	0.9%	1.7%
Cc1cccc(NC(=O)CSc2nc3c(oc4ccccc43)c(=O)n2-c2ccccc2)c1C	nt	-27.5	-0.7%	nt	3.8%	nt
Cc1cc(=O)[nH]c(SCC(N)=O)c1C#N	7.9%	18.8	-8.9%	-20.9%	?	-4.0%
N#Cc1ccccc1CSc1nnc(-c2ccc(Br)cc2)o1	nt	106.8	2.9%	nt	-0.4%	nt
Cc1nonc1NCn1nnc2ccccc21	-7.3%	-29.8	35.5µM*	-7.8%	-18.4%	-0.1%
C/C(=N\O)C(=O)NCCN(C)C	54.2%[activator]	-9.6	-2.7%	-6.3%	?	2.0%
Cc1ccc(-n2nc(C(=O)O)c(O)cc2=O)cc1	?	?	nt	-0.2%	-2.4%	-20.7%
COc1ccc(O)c(CN2CCCC(N3CCc4ccccc4C3)C2)c1 (stereo unspecified)	22.6%	61.8	-8.9%	-5.1%	-9.9%	-11.1%
Cc1ccc(N(C(=O)c2csnn2)C(C(=O)NC(C)(C)C)c2cccnc2)cc1 (stereo unspecified)	17.1%	1.5	0.2%[57.1 µM]	-6.9%	3.5%	6.0%

Next part; the last 3 above are carried over.
molecule	AMA1-RON2 inh	HCMV antiviral	Sm TGR inh	AmpC no deterg	AmpC inh detg	FBPA Giardia inh
Cc1ccc(-n2nc(C(=O)O)c(O)cc2=O)cc1	?	?	nt	-0.2%	-2.4%	-20.7%
COc1ccc(O)c(CN2CCCC(N3CCc4ccccc4C3)C2)c1 (stereo unspecified)	22.6%	61.8	-8.9%	-5.1%	-9.9%	-11.1%
Cc1ccc(N(C(=O)c2csnn2)C(C(=O)NC(C)(C)C)c2cccnc2)cc1 (stereo unspecified)	17.1%	1.5	0.2%[57.1 µM]	-6.9%	3.5%	6.0%
COc1ccc(NC(=S)N(CCc2nc3cc(C)c(C)cc3[nH]2)Cc2cccnc2)cc1	-0.1%	-38.8	-3.0%	45.5%	-13.2%	-4.7%
CCc1ccc(NS(=O)(=O)c2ccc3[nH]cc(C(=O)NCCCOC(C)C)c(=O)c3c2)cc1	nt	-1.4	-1.1%	nt	-4.0%	nt
COc1ccc(C)cc1NC(=O)CSc1nnc2ccc(-c3ccncc3)nn12	-1.6%	-21.7	2.2%	?	-11.4%	nt
OCCNc1nc(N2CCCCC2)nc2ccccc12	9.3%	-12.1	-0.2%	-17.6%	-14.0%	-14.1%
Cc1c(Cl)cccc1NC(=S)NCCc1ccc(Cl)cc1	88.9%[activator]	-86.2*	-30.4%	-28.9%	-11.5%	8.5%
CCOc1ccccc1N1CC(C(=O)Nc2cc(Cl)ccc2C)CC1=O (stereo unspecified)	3.3%	13.0	2.6%	44.5%	-0.7%	14.6%
COc1ccc(/C=N/NC(=O)c2ccc(Br)o2)cc1Cn1cc([N+](=O)[O-])cn1	4.9%	-2.9	-1.7%	7.2%	-10.8%	0.0%
CNS(=O)(=O)c1cn(CC(=O)Nc2ccc(OC)c(Cl)c2)cc1S(=O)(=O)NC	nt	0.0	-2.5%	nt	15.7%	nt
CC(C)CN(Cc1c(O)ccc2c3c(c(=O)oc12)CCC3)CC(C)C	1.5%	-25.9	2.2%	-16.4%	-15.5%	-0.1%
Cc1nc2cc(C(=O)OCC(=O)Nc3ccc(C#N)cc3)ccc2n1-c1ccccc1	-10.6%	-19.3	0.3%	2.7%	4.3%	2.6%
O=C(Cc1ccc2c(c1)OCCO2)N1CCN(S(=O)(=O)c2cccs2)CC1	9.5%	12.5	5.8%	12.9%	5.8%	15.7%
C=C1N2CCC(CC2)C1(O)c1ccc(C)c(C)c1 (stereo unspecified)	-19.4%	29.5	-3.7%	-18.5%	-13.1%	-26.4%
Cc1ccc2[nH]c3c(=O)n(Cc4ccco4)cnc3c2c1	-4.4%	?	-2.4%	-10.9%	4.6%	4.1%
COCCCNC(=O)C1CCCN(C(=O)c2cnn(-c3ccc(F)cc3)c2-n2cccc2)C1 (stereo unspecified)	nt	17.8	10.2%	nt	17.6%	nt
CCC(=O)c1ccc(OCC(O)CN2CCN(C(c3ccccc3)c3ccccc3)CC2)cc1 (stereo unspecified)	3.1%	5.3	11.6%	84.6%[activator]	-14.3%	-4.9%
CN1CCN(C(CNC(=O)C(=O)NC2CCCCC2)c2ccc(F)cc2)CC1 (stereo unspecified)	4.3%	-25.6	-8.5%	-16.7%	-12.2%	nt
CN(CC1CCOCC1)C(=O)CC1C(=O)NCCN1Cc1ccc(-c2ccccc2)cc1 (stereo unspecified)	1.1%	13.2	6.1%	16.1%	0.9%	-6.7%
COc1ccc2[nH]c(=O)c(CNc3ccc(C)cc3C)cc2c1	4.1%	-15.2	12.6µM*	-21.5%	-0.1%	?
O=C(Nc1c(C(=O)N2CCN(c3ccc(F)cc3)CC2)oc2ccccc12)c1c(F)cccc1F	nt	-21.0	-0.5%	nt	-3.7%	nt
O=C(Cn1nc(C(F)(F)F)c2c1CCCC2)Nc1ccc(Br)cc1	nt	-20.1	9.8%	nt	0.3%	nt
CCOC(=O)C1=C(C)NC(C)=C(C(=O)OCC)C1	-2.8%&16.4%	-18.7&18.4	0.5%&-9.0%	3.6%	-3.7%&-3.3%	-5.3%&9.6%
CCN(CC(=O)Nc1ccccc1-c1ccccc1)Cc1nc2ccccc2c(=O)[nH]1	85.7%[activator]	6.6	-9.4%	28.0%	-9.9%	-12.1%
Cc1ccc(S(=O)(=O)N2C[C@@H]3CCCC[C@@H]3[C@@H](C)[C@H]2CC(=O)c2ccccc2)cc1	-1.5%	-11.5	nt	-7.1%	nt	nt
CCOC(=O)CSc1nc2c(sc3ccccc32)c(=O)n1Cc1ccc(OC)cc1	nt	11.7	-1.9%	nt	-4.1%	nt
CCC(C)NC(=O)C1CCCN(c2nc(C)cc(OC)n2)C1 (stereo unspecified)	1.6%	9.5	1.2%	-3.6%	-6.1%	5.4%
COc1ccccc1NC(=O)c1cc2c(CO)cnc(C)c2oc1=Nc1ccccc1	-1.9%	7.4	0.0%	4.9%	2.6%	9.8%
Cc1[nH][nH]c(=O)c1C(c1ccc(F)cc1)c1c(C)[nH][nH]c1=O	12.4%	51.7	-24.2%	-34.2%	-17.9%	-19.2%
COc1ccc(/C=C/C(O)=C2/C(=O)NC3(C)CC2c2ccccc2O3)c(OC)c1OC (stereo unspecified)	6.8%	-65.2*	0.7%	-37.2%	?	-6.5%
O=C(CC(NCc1ccccn1)C(=O)O)Nc1ccccc1Cl (stereo unspecified)	-91.0%	-4.7	2.0%	-15.5%[11.4 µM]	?	6.29µM*
N#CCSc1ccccc1NC(=O)COC(=O)Cc1c[nH]c2ccccc12	-1.8%	12.0	-10.1%	-36.6%	?	nt
CC(=O)Oc1ccc(C(=O)c2ccccc2)c(OC(C)=O)c1	-3.9%	-37.9	-15.1%	2.1%	-0.8%	-0.9%
CCCCCC(C)NC(=O)c1cc(S(=O)(=O)N2CCCCC2)ccc1N1CCOCC1 (stereo unspecified)	-2.6%	-25.5	-1.6%	142.0%[activator]	1.8%	nt
O=C(N/N=C/C=C\c1ccccc1[N+](=O)[O-])c1ccccn1	43.5%[activator]	-11.4	-6.8%	-21.2%	-0.2%	0.1%
CCOC(=O)CN=C/C(C(C)=O)=C(/C)O	16.2%	-4.1	0.9%	-13.9%	1.6%	3.8%
CCOC(=O)Cc1csc(NC(=O)c2c(-c3c(F)cccc3Cl)noc2C)n1	17.4%	5.5	8.9%	-13.6%	4.7%	-3.7%

Screening results deposited in PubChem BioAssay by National Center for Advancing Translational Sciences (NCATS).
